Compound activity deposited in PubChem by several laboratories.
Tn6 DDE FP = inhibitors of Tn6 peptide binding to human fibrin DD(E); P02675; Fibrin DD(E) TRITC-Tn6 fluorescence polarization displacement; inhibition, % at 8.3 µM; 0.21% of 370,000 active; AID 720509;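 active means inhibition above a per-campaign cutoff: mean of compounds within control limits plus 3 SD, cut at about 15% in these data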;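 further: 0% = median of all compound wells on the plate and 100% = blocking peptide control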
Target sequence (P02675 whole entry, looked up): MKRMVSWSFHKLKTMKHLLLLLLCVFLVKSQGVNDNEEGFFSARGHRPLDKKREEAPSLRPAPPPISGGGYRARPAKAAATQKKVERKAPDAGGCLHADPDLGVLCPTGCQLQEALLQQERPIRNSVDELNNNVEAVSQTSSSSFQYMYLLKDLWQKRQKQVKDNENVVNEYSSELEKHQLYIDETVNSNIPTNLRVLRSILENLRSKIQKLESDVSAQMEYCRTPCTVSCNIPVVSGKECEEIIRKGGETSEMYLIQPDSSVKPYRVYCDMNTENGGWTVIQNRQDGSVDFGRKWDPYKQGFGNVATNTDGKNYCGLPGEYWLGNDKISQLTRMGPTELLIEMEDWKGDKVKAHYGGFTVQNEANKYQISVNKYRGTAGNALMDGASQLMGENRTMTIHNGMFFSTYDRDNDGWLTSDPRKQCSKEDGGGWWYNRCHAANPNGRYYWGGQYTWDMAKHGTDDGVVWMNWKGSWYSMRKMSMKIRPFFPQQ
proKLK7 act = activators of human kallikrein-7 zymogen; P49862; purified proKLK7, EDANS-DABCYL substrate fluorescence; 100% is mature enzyme control, 0% vehicle; activation, % at 7 µM; 0.9% of 370,000 active; AID 652039;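 active means activation above the mean of all tested compounds plus 3 SD, computed per campaign excluding outliers beyond control limits, cut at about 13% in these data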
ASAP1 GAP inh = blocks human ASAP1-stimulated Arf1 GTP hydrolysis; Q9ULH1; GDP FP detection; inhibition, % at 16.5 µM; 0.19% of 360,000 active; in the data active means inhibition above about 25%;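 further: 0% = vehicle with enzyme and substrate and 100% = no enzyme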
Target sequence (Q9ULH1 325-724 limits assumed): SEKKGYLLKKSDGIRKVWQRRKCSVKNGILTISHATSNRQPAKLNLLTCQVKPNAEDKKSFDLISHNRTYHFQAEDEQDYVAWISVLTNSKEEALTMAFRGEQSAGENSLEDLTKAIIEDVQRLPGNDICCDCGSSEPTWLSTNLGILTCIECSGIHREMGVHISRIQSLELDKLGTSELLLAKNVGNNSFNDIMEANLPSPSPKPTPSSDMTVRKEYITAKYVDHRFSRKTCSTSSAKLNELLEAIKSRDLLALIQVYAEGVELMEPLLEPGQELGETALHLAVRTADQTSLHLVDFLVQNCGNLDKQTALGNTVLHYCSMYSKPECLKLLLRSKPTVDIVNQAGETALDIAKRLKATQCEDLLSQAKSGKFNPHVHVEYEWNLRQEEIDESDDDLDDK
PLCb3 inh = PLC-beta3 (human) inhibition, primary screen | Purified PLC-beta3, fluorogenic substrate, fluorescence | inhibition, % at 12.2 µM | 0.18% of 370,000 active | Q01970; in the data active means inhibition above about 11%;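 further: 0% = median of compound wells on plate and 100% = full blocker control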
PLC-gamma1 inh = PLC-gamma1 (human) inhibition, primary screen; AID 720700; inhibition, % at 12.2 µM; 0.84% of 370,000 active; P19174; purified PLC-gamma1, fluorogenic substrate, fluorescence; in the data active means inhibition above about 9.5%
UHRF1 MBD2 ctr = UHRF1 methyl-DNA binding inhibition. 0.75% of 370,000 active. AID 687016. inhibition, % at 4.4 µM. Q96T88. UHRF1 binding to methylated oligo, TR-FRET; in the data active means inhibition above about 21%;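 further: UHRF1 SRA domain binding a hemimethylated CpG hairpin DNA probe; 0% = median of test compound wells and 100% = reference inhibitor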
sPLA2-III inh = Blocks human group III sPLA2 activity | Q9NZ20 | 0.56% of 370,000 active | QFRET BODIPY PC-A2 liposome hydrolysis, fluorescence | inhibition, % at 12.2 µM;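 active means inhibition above mean plus 3 SD of compounds lying within the high and low control bounds, cut at about 19% in these data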;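 further: 0% = median of test compound wells and 100% = no enzyme DMSO wells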
Tn7 DDE FP = DD(E)-Tn7 binding inhibition, primary FP screen; P02675; FP displacement of FITC-Tn7 peptide from fibrin DD(E); 0% = median of compound wells per plate; inhibition, % at 8.3 µM; 0.13% of 370,000 active; AID 720508;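 active means inhibition above the mean of compounds falling within the control limits plus 3 SD of them, cut at about 14% in these data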;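 further: 0% = plate median of compound wells and 100% = 10 µM Aha-Tn7 peptide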
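assay system = human clot-derived fibrin DD(E) complex | quantity = Fibrin-DD(E) at 2 µM final | timing = 10 min preincubation, 3 h with tracer, room temperature | signal = fluorescence polarization | measure = percent inhibition | benchmarks = high control wells with 10 µM unlabelled Aha-Tn7 peptide (full inhibition) | replicates = singlicate testing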
Rev-erbA mod = modulators of human Rev-erb alpha DNA binding; 0.79% of 370,000 active; AID 1259318; activity, % at 10 µM; Rev-erbα–FITC-DNA binding, fluorescence polarization, 90 min;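 active means activity above about 14%, limit read from the data; passing the limit was not always enough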;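 further: 0% = DMSO wells with 35 nM protein and 100% = DMSO wells with 750 nM protein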
ARFGAP1 inhibitor = inhibits rat ARF GTPase activating protein 1. Arfgap1-stimulated ARF1 GTP hydrolysis, GDP FP detection. Q62848. 0.26% of 360,000 active. inhibition, % at 16.5 µM;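 active means inhibition above a per-plate limit, mean inhibition of low control wells plus 3 SD, cut at about 25% in these data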;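 further: 0% = DMSO wells with enzyme and 100% = wells lacking Arfgap1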
Target sequence (Q62848 1-136 limits assumed): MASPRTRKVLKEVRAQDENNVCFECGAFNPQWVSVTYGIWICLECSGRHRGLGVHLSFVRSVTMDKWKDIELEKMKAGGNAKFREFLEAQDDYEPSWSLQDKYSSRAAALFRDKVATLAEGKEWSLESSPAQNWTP
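Material: rat Arfgap1 catalytic domain, aa 1-136; also added: human ARF1(Δ1-17)-GTP substrate; compound dosing: one concentration, 16.5 µM, DMSO 1.26%; incubation: GTP hydrolysis reaction 2 h at 25 °C; measured by: Tracer-displacement fluorescence polarization with EDTA stop, 620/688 nm; evaluation: % inhibition from polarization; repeats: one replicate per compound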
* hit, by the source's call.

SMILES	Tn6 DDE FP	proKLK7 act	ASAP1 GAP inh	PLCb3 inh	PLC-gamma1 inh	UHRF1 MBD2 ctr	sPLA2-III inh	Tn7 DDE FP	Rev-erbA mod	ARFGAP1 inhibitor
Cc1ccc(CNC(=O)Cn2ccc3cc(S(=O)(=O)N4CCCC4)ccc32)o1	4	0.0	7	-2	5	1	-5	-2	-2	-6
O=C(NNc1c(Cl)cncc1Cl)c1cccs1	2	0.8	4	-1	0	5	11	3	5	0
CC(C)NC(=O)CC1C(=O)NCCN1CC(c1ccccc1)c1ccccc1 (stereo not drawn)	-9	-0.1	2	-7	0	2	3	5	2	-2
CC(C)(C)OC(=O)N[C@H]1C=C[C@@H](CC(=O)OCC(F)(F)F)C1	2	0.2	15	-10	5	1	-1	-6	-1	14
CCC(=O)c1cc2c(C)cc(=O)oc2c(C)c1OC	9	-0.5	-4	-7	-3	-1	4	-2	-5	7
CN(C)C(=O)/C(=C\c1ccncc1)NC(=O)c1ccccc1	3	0.6	5	-3	-2	1	8	3	0	7
COC(C(=O)NC1CC1)c1ccccc1 (stereo not drawn)	8	-0.1	-3	1	-1	0	-2	1	0	-10
Cc1ccc(-n2cc(-c3ccccc3)c3c(N4CCN(C)CC4)ncnc32)cc1	2	-0.6	6	-22	-1	4	0	0	-2	-10
Cc1cccc(C)c1OCC(=O)Nn1c(COc2ccccc2)nc2ccccc2c1=O	3	-0.1	-5	-22	1	3	-12	6	-2	11
Nc1nnc(-c2cccc([N+](=O)[O-])c2)o1	-7	-0.1	-5	-7	2	-4	-4	2	-4	-3
CCn1c(CNc2cccc(C(F)(F)F)c2)n[nH]c1=S	1	0.5	-9	0	1	-1	12	2	-5	5
Cc1cccc(-c2nc(=S)c3c(o2)CCCC3)c1	0	0.0	11	-2	-1	-2	-6	0	-3	0
CCCn1c(=O)[nH]c(=O)c2c1nc(-c1ccc(C#N)cc1)n2CCOC	-4	10.0	-21	-222	-151	-1	3	1	-5	2
CC(=O)Nc1cccc(-c2cc(NC=O)c3ncc(-c4cccc(C(C)=O)c4)n3c2)c1	-14	-4.2	1	-24	-17	-4	-9	4	-2	21
Cc1nnc(SCC(=O)N2c3ccccc3C(C)(c3ccccc3)CC2(C)C)s1 (stereo not drawn)	-7	-0.4	-9	-2	4	0	-8	-2	6	-16
COC(=O)c1ccc(N2CCN(C)CC2)c(NC(=O)c2cccnc2)c1	-1	-0.5	-9	3	3	0	0	4	-3	2
Cc1ccccc1-c1nc(CS(=O)(=O)CC(=O)NCCN2CCCC2)c(C)o1	1	-0.7	-3	-10	0	0	-5	0	-2	1
Cn1c(=O)c2c(-c3ccccc3)n(-c3ccccc3O)cc2n(C)c1=O	2	1.0	-5	-9	-10	-9	-10	-2	0	11
CCOC(=O)C1CCN(S(=O)(=O)c2c(C)[nH]c(=O)[nH]c2=O)CC1	3	-0.1	-8	0	-1	3	9	-2	2	-14
Cc1ccc(NC(=O)C/C(N)=N/O)cc1C	5	0.4	4	1	-1	-4	-14	-1	1	-1

2 of the compounds above, with values under each structure:
The line under a structure holds: Tn6 DDE FP, proKLK7 act, ASAP1 GAP inh, PLCb3 inh, PLC-gamma1 inh, UHRF1 MBD2 ctr, sPLA2-III inh, Tn7 DDE FP, Rev-erbA mod, ARFGAP1 inhibitor
> COC(=O)c1ccc(N2CCN(C)CC2)c(NC(=O)c2cccnc2)c1
  -1, -0.5, -9, 3, 3, 0, 0, 4, -3, 2
> Cc1ccccc1-c1nc(CS(=O)(=O)CC(=O)NCCN2CCCC2)c(C)o1
  1, -0.7, -3, -10, 0, 0, -5, 0, -2, 1

Later entries
SMILES	Tn6 DDE FP	proKLK7 act	ASAP1 GAP inh	PLCb3 inh	PLC-gamma1 inh	UHRF1 MBD2 ctr	sPLA2-III inh	Tn7 DDE FP	Rev-erbA mod	ARFGAP1 inhibitor
COc1ccc(C(=O)c2ccccc2)c2c(O)ccc(C(=O)c3ccccc3)c12	-2	0.1	13	2	4	1	-29	1	-5	10
C=CCOCC(O)CS(=O)(=O)Cc1ccc(Cl)cc1 (stereo not drawn)	4	-0.4	-2	0	0	0	8	3	5	-11
Cc1ccc(S(=O)(=O)N2CC=C(N)N2)cc1	11	-0.5	4	1	-1	-4	2	1	8	-2
CN(CCCNC(=O)c1cc2c(Cl)nc3ccccc3c2s1)Cc1ccccc1	7	-0.2	1	2	-2	-6	-21	-4	1	-2
CCN(CC(=O)NCc1cccs1)C(=O)CCCOc1ccc(C(C)(C)C)cc1	-8	-48	0	-1	3	0	-11	10	-5	-8
Fc1ccc(CNC(=S)NC2CCCC2)cc1	1	0.0	10	2	2	2	13	-3	3	5
O=C(COc1ccc2c3c(c(=O)oc2c1)CCC3)NCc1ccccn1	0	1.1	-14	-16	-7	-2	5	6	-2	2
CC(C)CCOc1ccc(/C=N/N2C(=O)CSC2=S)cc1	7	0.1	9	-14	-4	-5	3	4	3	-3
Cc1ccc(NC(=O)CSc2sc3c(O)cc(=O)[nH]c3c2C#N)c(F)c1	-5	-0.9	-14	-23	-10	4	-3	-4	1	1
C/C(=N\OCC(=O)OCC(=O)N(Cc1ccccc1)C(C)(C)C)c1ccc2c(c1)OCO2	10	-0.2	3	4	4	-1	-4	-1	3	-5

Grouped by structure: the compounds so far containing four or more nitrogen atoms (6)
SMILES	Tn6 DDE FP	proKLK7 act	ASAP1 GAP inh	PLCb3 inh	PLC-gamma1 inh	UHRF1 MBD2 ctr	sPLA2-III inh	Tn7 DDE FP	Rev-erbA mod	ARFGAP1 inhibitor
Cc1ccc(-n2cc(-c3ccccc3)c3c(N4CCN(C)CC4)ncnc32)cc1	2	-0.6	6	-22	-1	4	0	0	-2	-10
Nc1nnc(-c2cccc([N+](=O)[O-])c2)o1	-7	-0.1	-5	-7	2	-4	-4	2	-4	-3
CCn1c(CNc2cccc(C(F)(F)F)c2)n[nH]c1=S	1	0.5	-9	0	1	-1	12	2	-5	5
CCCn1c(=O)[nH]c(=O)c2c1nc(-c1ccc(C#N)cc1)n2CCOC	-4	10.0	-21	-222	-151	-1	3	1	-5	2
CC(=O)Nc1cccc(-c2cc(NC=O)c3ncc(-c4cccc(C(C)=O)c4)n3c2)c1	-14	-4.2	1	-24	-17	-4	-9	4	-2	21
COC(=O)c1ccc(N2CCN(C)CC2)c(NC(=O)c2cccnc2)c1	-1	-0.5	-9	3	3	0	0	4	-3	2

Additional entries follow.
SMILES	Tn6 DDE FP	proKLK7 act	ASAP1 GAP inh	PLCb3 inh	PLC-gamma1 inh	UHRF1 MBD2 ctr	sPLA2-III inh	Tn7 DDE FP	Rev-erbA mod	ARFGAP1 inhibitor
CC(C)[C@H](NC(=O)CC1CCCC1)C(=O)N1CCC[C@H]1C(=O)NCCc1ccccc1Cl	1	0.8	4	8	1	-3	-5	-2	-7	-3
N#C/C(=C\c1ccc(OCCN2CCOCC2)cc1)C(=O)Nc1ccccc1	2	0.1	0	-5	-3	-3	-20	-2	0	1
O=C(CCCn1c(=S)[nH]c2cc3c(cc2c1=O)OCO3)N1CCN(c2ncccn2)CC1	2	-0.4	18	-2	1	-3	5	-13	2	15
CCC(=O)N1CCc2cc(Br)cc(S(=O)(=O)N3CCCC(C(=O)NC(C)(C)C)C3)c21 (stereo not drawn)	5	0.7	12	-1	6	4	2	-6	-5	9
COc1ccc(OC)c(S(=O)(=O)Nc2ccc3[nH]c(=O)[nH]c3c2)c1	0	-0.5	-10	5	2	0	-2	-4	4	-3
CCOC(=O)[C@H]1[C@H]2COc3ccc(OC)cc3[C@@H]2N2C(=O)[C@H](C)NC(=O)[C@@]12C	6	0.4	5	0	0	-1	5	3	-4	4
CC(Sc1nnnn1-c1ccc(O)cc1)C(=O)NNC(=O)c1ccc(F)cc1 (stereo not drawn)	-11	0.0	14	-6	3	-1	-7	3	5	12
CCOC(=O)C1(Cc2cccc(F)c2)CCN(CC(O)CO)CC1 (stereo not drawn)	-7	-0.4	3	-7	-3	0	0	3	-4	-2
CCOC(=O)Cc1csc(NC(=O)C(NC(=O)C2CCCCC2)C(C)C)n1 (stereo not drawn)	-2	0.1	6	0	0	0	8	-2	-2	6
CCc1ccc(C2CC(c3ccc(Cl)cc3)n3nc(N)nc3N2)cc1 (stereo not drawn)	-7	-1.0	14	-95	-83	2	11	0	1	2

Fetched one by one from above:
SMILES	Tn6 DDE FP	proKLK7 act	ASAP1 GAP inh	PLCb3 inh	PLC-gamma1 inh	UHRF1 MBD2 ctr	sPLA2-III inh	Tn7 DDE FP	Rev-erbA mod	ARFGAP1 inhibitor
CCc1ccc(C2CC(c3ccc(Cl)cc3)n3nc(N)nc3N2)cc1 (stereo not drawn)	-7	-1.0	14	-95	-83	2	11	0	1	2
CC(=O)Nc1cccc(-c2cc(NC=O)c3ncc(-c4cccc(C(C)=O)c4)n3c2)c1	-14	-4.2	1	-24	-17	-4	-9	4	-2	21

Continuation.
SMILES	Tn6 DDE FP	proKLK7 act	ASAP1 GAP inh	PLCb3 inh	PLC-gamma1 inh	UHRF1 MBD2 ctr	sPLA2-III inh	Tn7 DDE FP	Rev-erbA mod	ARFGAP1 inhibitor
CC(C)(C)NC(=O)COC(=O)c1ccccc1C(=O)c1ccccc1	6	0.3	-11	3	-2	1	-2	-2	0	1
O=S(=O)(CCSc1ccc(C(F)(F)F)cn1)c1ccc(Cl)cc1	-10	0.6	7	-3	-1	4	0	-1	5	-3
CCN(CC(=O)Nc1ccccc1C(F)(F)F)C(=O)c1oc2c(Cl)cccc2c1C	2	0.3	-6	6	13*	0	11	4	4	0
O=C(Nc1nnc(SCc2ccc(F)cc2)s1)C1CC(=O)N(c2ccc3c(c2)OCCO3)C1 (stereo not drawn)	0	-0.2	3	-2	4	2	-12	-1	-2	-1
COc1cc(C(=O)NCC(=O)OCC(=O)Nc2ncc(Cl)cc2Cl)cc(OC)c1OC	4	-0.1	3	-11	-1	0	0	1	4	0
CCn1c(SCC(=O)Nc2ccc3c(c2)OCCO3)nnc1-c1ccncc1	-6	-0.2	-8	-5	-1	0	6	2	8	10
CCC(C(=O)Nc1cc(C)nn1-c1nc(C)cc(C)n1)c1ccccc1 (stereo not drawn)	2	0.2	-8	3	6	0	-7	-3	0	-1
O=C1CCN(C2CCN(Cc3nc(Cc4ccccc4F)no3)CC2)CCN1	0	-0.4	0	2	-1	0	3	-1	-4	8
O=c1cc(-c2ccccc2)oc2ccc3ccccc3c12	8	-1.1	4	-1	0	-1	-4	-3	13	0
COc1ccc(C(=O)Nc2cccc(-c3cc4ccccc4oc3=O)c2)cc1[N+](=O)[O-]	-7	0.0	27*	1	3	1	-12	-4	0	24
Cc1nn(-c2ccccc2)c2nc(C(F)(F)F)[nH]c(=O)c12	3	0.3	4	-10	-5	3	5	1	-5	-5
